Keap1 Nrf2 FP = disrupts human Keap1 binding to Nrf2 peptide | AID 504523 | 340,000 compounds, 0.15% hits | inhibition, % at 9.4 µM | Q14145 | Keap1 Kelch-Nrf2 peptide fluorescence polarization, 1536-well; in the data active = inhibition above about 12%; inconclusive = no clear call, values can overlap the other calls; inactive = below about 7.3%;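 also: human Keap1 Kelch domain with fluorescein labeled Nrf2 9mer peptide probe; 0% = neutral control wells and 100% = peptide positive control; higher means more block of Keap1 binding to Nrf2 peptide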
C-LANA FP = inhibitors of KSHV LANA C-terminal domain DNA binding | MBP-C-LANA/FAM-LBS DNA binding, fluorescence polarization | inhibition, % at 9 µM | 340,000 compounds, 0.078% hits | AID 504423;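 active = highest replicate inhibition at or above 60% at 9 µM, even if other replicates fall short; inactive = all replicates below 60% inhibition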;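 also: 0% = neutral control wells and 100% = 4 µM acridine orange control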
RTF Ca sens act = cardiac RTF calcium sensitization. 340,000 compounds, 0.24% hits. P19429+P45379. activation, % at 7.2 µM. IANBD-labeled TnC RTF fluorescence at EC20 calcium; 0% EC20 calcium, 100% full calcium;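 active = activation above the mean over all tested compounds plus 3 SD, cut at about 30% in these data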;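 also: rise in fluorescence read as greater calcium sensitivity of cardiac thin filaments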
SR-BI uptake up = activators of SR-BI mediated HDL lipid uptake. activation, % at 12.5 µM. AID 504775. CHO ldlA[mSR-BI] cells, DiI-HDL uptake fluorescence, 3 h; 100 = double the neutral-control signal. 320,000 compounds, 0.096% hits;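 active = mean replicate activation of at least 60% and every replicate at or above 60%; inconclusive = mean or all-replicate condition met, but not both; inactive = mean below 60% and not all replicates reaching 60%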;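 also: 0% = median plate neutral-control signal and 100% = twice that signal; values of inactives mirror those of a sister screen read the other way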
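material = CHO ldlA[mSR-BI] cells | medium = Ham's F12 with 0.5% BSA, HEPES 25 mM, pH 7.4 | reagent = fluorescent DiI-HDL, 10 µg/mL final | compound dosing = single-point compound dose | incubation = 3 h, 37 °C | measured by = bottom-read fluorescence, 550/595 nm | measure = HDL uptake via cellular fluorescence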
CAL PDZ FP-1 = inhibitors of human CAL PDZ peptide binding; Q9HD26; purified CAL PDZ, TMR-peptide fluorescence polarization, 1 h; inhibition, % at 24.9 µM; 300,000 compounds, 0.92% hits; AID 602252;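 active = mean inhibition of at least 30% with at least half of replicates also reaching 30%; inconclusive = no clear call, values can overlap the other calls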;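 also: 0% = DMSO neutral control and 100% = excess unlabeled competitor peptide PRC23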
DAGLB inhibitor = blocks human DAGLB lipase activity; HEK293T DAGLB membrane lysate, EnzChek fluorogenic substrate; Q8NCG7; AID 504411; 340,000 compounds, 0.059% hits; inhibition, % at 5.17 µM; in the data active = inhibition above about 34%;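 also: 0% = enzyme with vehicle and 100% = wells lacking enzyme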
Target sequence (Q8NCG7 whole entry, looked up): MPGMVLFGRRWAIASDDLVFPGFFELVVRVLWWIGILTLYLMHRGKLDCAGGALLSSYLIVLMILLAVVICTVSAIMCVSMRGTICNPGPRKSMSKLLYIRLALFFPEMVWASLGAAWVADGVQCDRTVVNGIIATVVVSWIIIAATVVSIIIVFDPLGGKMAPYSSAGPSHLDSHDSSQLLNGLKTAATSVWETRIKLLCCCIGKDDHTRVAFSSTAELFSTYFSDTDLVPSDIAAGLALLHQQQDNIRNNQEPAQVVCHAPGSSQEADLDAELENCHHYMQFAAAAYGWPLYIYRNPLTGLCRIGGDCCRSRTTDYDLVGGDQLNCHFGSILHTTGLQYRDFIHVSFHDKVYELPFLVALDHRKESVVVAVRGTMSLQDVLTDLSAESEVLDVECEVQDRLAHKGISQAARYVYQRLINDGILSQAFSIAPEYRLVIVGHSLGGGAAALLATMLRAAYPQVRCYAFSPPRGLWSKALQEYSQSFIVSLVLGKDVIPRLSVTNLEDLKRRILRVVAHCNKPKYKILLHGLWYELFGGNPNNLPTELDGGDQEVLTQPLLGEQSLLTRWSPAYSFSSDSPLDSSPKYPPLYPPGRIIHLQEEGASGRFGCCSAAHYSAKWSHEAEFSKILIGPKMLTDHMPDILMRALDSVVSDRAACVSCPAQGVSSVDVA
Rtt109 HAT inh = inhibitors of Candida albicans Rtt109/Vps75 histone acetyltransferase; 330,000 compounds, 0.16% hits; inhibition, % at 34.9 µM; purified Rtt109/Vps75, ThioGlo CoA-SH fluorescence, 4 h; Q5AAJ8;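 active = inhibition of at least 50% in every replicate; inconclusive = best replicate reaches 50% inhibition but some replicates fall short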
Target sequence (Q5AAJ8 whole entry, looked up): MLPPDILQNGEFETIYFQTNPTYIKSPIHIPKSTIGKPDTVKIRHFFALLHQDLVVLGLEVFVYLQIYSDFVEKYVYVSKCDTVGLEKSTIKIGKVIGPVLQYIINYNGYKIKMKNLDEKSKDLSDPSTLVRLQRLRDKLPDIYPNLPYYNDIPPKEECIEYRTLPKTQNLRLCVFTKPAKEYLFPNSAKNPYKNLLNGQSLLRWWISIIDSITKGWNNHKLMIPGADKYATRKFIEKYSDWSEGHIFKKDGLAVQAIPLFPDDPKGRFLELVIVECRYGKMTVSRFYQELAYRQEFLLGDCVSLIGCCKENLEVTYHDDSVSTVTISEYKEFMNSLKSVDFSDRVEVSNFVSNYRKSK
PKA-R2B act = activators of human PKA-R2B complex; P22694+P31323; PKA-R2B holoenzyme dissociation, Cy5-IP20 fluorescence polarization; R2B truncated from residue 108, S112A mutant; 0% DMSO only, 100% 113 µM cGMP; activation, % at 11.4 µM; 340,000 compounds, 0.079% hits;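 active = activation above a cutoff set at the mean over all compounds plus 3 SD, cut at about 18% in these data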;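 also: higher means more holoenzyme dissociation and a rise in polarization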
RTF Ca sens inh = cardiac RTF calcium desensitization. inhibition, % at 7.15 µM. 340,000 compounds, 0.12% hits. P19429+P45379. IANBD-labeled cardiac RTF, Ca2+ fluorescence;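 active = inhibition above the mean inhibition of all tested compounds plus 3 SD, cut at about 17% in these data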;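 also: assay run at fixed EC70 calcium of 1.6 mM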
CAL PDZ FP-2 = human CAL PDZ-peptide interaction inhibition. Q9HD26. purified CAL PDZ, TMR-peptide fluorescence polarization, 1 h. inhibition, % at 20 µM. 330,000 compounds, 0.02% hits. AID 504414;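 active = highest replicate inhibition of at least 40%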;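 also: plate controls were DMSO neutral control wells for no effect and unlabeled competitor peptide control wells for full effect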
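material = purified tagged CAL PDZ domain construct (CerCALP) | compound dosing = 20 µM, one dose | times = 1 h at RT | measured by = fluorescence polarization from S- and P-plane intensities, G-factor corrected | read-out = inhibition from polarization loss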
* = called active by the depositor; ? = inconclusive; . = not tested or not shown; & = joins results of further samples.

SMILES	Keap1 Nrf2 FP	C-LANA FP	RTF Ca sens act	SR-BI uptake up	CAL PDZ FP-1	DAGLB inhibitor	Rtt109 HAT inh	PKA-R2B act	RTF Ca sens inh	CAL PDZ FP-2
Cc1nn2c(c1-c1ccccc1)NC1=C(C(=O)CCC1)C2c1ccccc1 (centres undefined)	-1	1.8	2	-11	-3	0	-2	-7	-4	-2.7
COc1ccc(C(=O)c2c3ccccc3[n+]([O-])n2CCCN)cc1	-5&-2	-1.4&-1.1	4&-1	-5&-13	-3	-2&-2	-15&-1	2&8	-13&-17	-0.5&0.4
O=C(COC(=O)Cc1ccc(Br)cc1)NC1CCCCC1	-3	4.5	0	0	5	-4	-6	-3	-2	0.2
Cc1ccccc1OCC(=O)N/N=C/c1cccn1C	2	-0.5	-1	-8	-1	4	1	-1	1	-2.7
CCOC(=O)C1=C(C)Nc2ncnn2C1c1cc(Br)ccc1F (centres undefined)	-3	1.6	-7	-3	-2	3	-9	-4	0	-0.3
CC(NC(=O)Oc1cccc2ccccc12)c1ccccc1 (centres undefined)	-5	0.3	6	-4	2	3	0	-6	-9	-0.4
Cn1cc(CN2CCN(c3ncccn3)CC2)c(-c2cccc(Cl)c2)n1	-7	1.0	1	-6	-1	-4	11	-3	-6	-2.0
C=CCOc1ccc(/C=C2\SC(=S)N(N3CCOCC3)C2=O)cc1	2	-2.2	-2	-7	-1	-2	11	-4	-5	0.1
C/C(=N\NC(=O)c1ccc(F)cc1)c1ccc(NC(=O)Cc2ccccc2)cc1	-1	-1.9	-5	-45	-3	-3	4	3	-10	-1.4
COc1ccc(Nc2nc(N)nc(CSC(=S)N3CCC(C)CC3)n2)cc1	-2	-1.1	5	-10	-3	-3	5	5	-6	0.7
Cc1ccc(Cn2c(=N)c(C(=O)NCC3CCCO3)cc3c(=O)n4ccccc4nc32)cc1 (centres undefined)	1	-1.0	1	.	-3	1	-182	-8	-16	-1.6
CCN(Cc1ccncc1)C(=O)Cc1cccs1	-2	-1.6	2	10	-2	-1	-2	-8	3	0.0
CCOC(=O)c1nnn(-c2nonc2N)c1CSc1nnc(N)s1	-4	0.1	2	12	1	0	-6	1	-4	-0.1
C(=N\NC1=Nc2cccc3cccc1c23)/c1cccnc1	-5	-0.1	0	-21	0	3	7	8	-5	-1.5
O=C1c2ccccc2CN1CCSC(=S)N1CCOCC1	2	-0.1	1	38	-1	0	-4	0	-5	-0.6
Cc1ccc2cc(C)c3nnc(SCC(=O)NCc4ccco4)n3c2c1	-7	0.9	-6	14	.	0	1	1	-7	-0.3
CCC(C)[C@H](N)c1nnc(SCC(=O)Nc2cccc(Cl)c2)o1 (some centres undefined)	0	0.6	-3	2	1	-1	.	-13	6	-2.6
CCCCn1c(N)c(N(CCOC)C(=O)CCC2CCCCC2)c(=O)[nH]c1=O	2	0.2	4	37	.	2	-1	5	-5	-0.4
CCC(c1nc2ccccc2c(=O)n1CCCn1ccnc1)N1C(=O)c2ccccc2C1=O (centres undefined)	1	-0.2	-3	22	1	-2	8	-4	3	-2.8
O=C(O)CC/C(=N/NC(=O)c1cn(-c2ccccc2)nc1-c1ccccc1)C(=O)O	-7	1.0	1	-43	1	1	-4	-10	4	-2.5
CC(OC(=O)c1cccc(S(=O)(=O)N2CCCCC2)c1)C(=O)NC1CCCCC1C (centres undefined)	-1	-2.0	-1	-33	.	-3	-1	-12	0	-0.5
Nc1ncc(Br)cc1S(=O)(=O)N1CCCCCC1	2	-0.8	-2	1	-4	-1	8	-11	2	-1.7
Cc1noc(C)c1S(=O)(=O)N1CCCC(C(=O)NCCc2ccccc2)C1 (centres undefined)	3	0.2	-6	19	-1	-1	-20	-4	-14	-2.2
O=C(CSc1nnnn1C1CCCC1)NCc1ccc2c(c1)OCO2	1	0.9	11	30	-19	-2	-2	-1	-5	-2.0
O=C(N/N=C/c1ccc(OC(F)F)cc1OC(F)F)c1ccc(Br)cc1	-4	0.9	7	-53	4	0	0	1	1	-0.6
COc1ccc(CNC(=O)C(C)OC(=O)C23CC4CC(CC(O)(C4)C2)C3)cc1 (centres undefined)	-2	-1.8	2	3	-4	0	-7	-2	-1	-1.3
COc1ccc(-c2nc3cc(C)ccn3c2NC2CCCCC2)cc1SC1CCCCC1	-6	0.2	5	-23	0	-10	-3	-6	-10	0.1
C[C@@H]1CN([C@H](C)CO)C(=O)c2cccc(NC(=O)NC3CCCCC3)c2O[C@@H]1CN(C)C(=O)Nc1ccc(C(F)(F)F)cc1	-3	-0.2	-5	9	-1	2	3	0	-2	-0.2
Cc1ccccc1CS(=O)(=O)CCC(=O)NCc1ccccn1	0	-0.2	12	13	-3	1	-5	2	6	-0.3
COC(=O)c1ccc(C2=NOC(C)(c3sc(-c4ccc(Cl)cc4)nc3C)C2)cc1 (centres undefined)	-1	0.0	-2	-39	0	-2	-1	-9	-1	-1.0
CCOC(=O)c1oc2ccccc2c1NC(=O)c1ccc2c(c1)OCO2	0	0.9	-2	-37	2	-11	12	7	-3	-0.3
Cc1cccn2c(=O)c(/C=C(\C#N)C(=O)NCc3ccco3)c(N3CCCC(C)C3)nc12 (centres undefined)	1	-0.5	3	-67	-4	5	-2	-9	11	-2.8
COC(=O)c1cc(-c2ccc(OC)cc2)nc2nc(SC)[nH]c(=O)c12	-2	0.6	9	.	-1	0	-7	-1	-10	-2.4
O=C(Nc1ccc(F)cc1)Nc1cc(S(=O)(=O)N2CCOCC2)ccc1N1CCCC1	-2	-0.7	-4	20	0	2	14	3	2	-1.9
O=C(C[n+]1cccc(Br)c1)c1ccc(-c2ccccc2)cc1	0	-2.7	-3	.	-1	-2	8	0	-6	-1.2
CCOCCCNC(=O)c1ccc(-n2c(=S)[nH]c3ccccc3c2=O)cc1	-1	-0.2	7	3	1	-1	-1	-4	-2	-0.7
CC(C)CC(=O)NCc1ccc(F)cc1	-2	-0.4	12	16	-2	0	-17	9	-10	-2.4
Cc1cc2occ(CC(=O)NC3(C)CCS(=O)(=O)C3)c2cc1C (centres undefined)	2	-0.7	-4	-5	-8	-1	-6	1	4	-1.2
COC(=O)c1c(NS(=O)(=O)c2ccccc2)csc1C	-2	0.0	1	2	-2	0	-13	-11	0	-1.0
Cc1nc(-c2ccc(S(=O)(=O)Oc3ccc(Cl)cc3Cl)s2)cs1	-6	-2.3	5	-11	-3	-12	-1	5	-1	0.1
CCCCCCC1CCC(c2nc(-c3ccncc3)no2)CC1 (centres undefined)	-1	0.9	-3	9	-3	1	-12	-17	4	0.4
O=C(CCSc1ccc(Cl)cc1)NN=C1CCCCCC1	-4	0.7	3	-4	-1	-2	-1	3	-3	-1.9
Cc1ccccc1NC(=O)CSCc1cc(=O)n2ccsc2n1	-3	-0.2	-4	21	2	-1	-1	5	5	-2.3
CCN(CC)S(=O)(=O)c1ccc(N2CCOCC2)c(NC(=O)COc2ccccc2C)c1	0	2.1	-3	-41	.	-7	-2	-7	-2	0.4
Cc1ccc(C)c(OCCC(=O)N2CCN(S(=O)(=O)c3cc(C)ccc3C)CC2)c1	-8	0.1	-10	-53	12	-4	-3	3	-16	-0.8
COc1ccc(S(=O)(=O)N2CCN(C(=O)C3CCCO3)CC2)cc1 (centres undefined)	3	0.9	-3	6	.	1	-2	2	2	-0.1
Cc1c(C(=O)c2no[n+]([O-])c2C(=O)c2cnn(C)c2C)cnn1C	-8	20	2	29	-4	-3	?	-2	-12	-0.6
Cc1ccc([N+](=O)[O-])cc1NC(=O)c1ccoc1C	-2	-0.6	-1	-13	2	1	-5	-2	-3	-0.5
CCCn1c(N/N=C\C=C\c2ccccc2)nc2c1c(=O)[nH]c(=O)n2C	1	-0.6	0	-16	.	1	-3	-9	4	2.5
O=C1CCCC2=C1C(c1cn(-c3ccccc3)nc1-c1cccs1)c1c([nH]c(=O)[nH]c1=O)N2 (centres undefined)	-3	-1.1	-4	2	-5	7	5	-4	-9	-3.2
CCOC(=O)C1(CCOc2ccccc2)CCN(CCCn2cccn2)CC1	3	-0.7	4	5	-5	0	-4	-9	-1	-1.8
COC(=O)N/C(C)=C1/NC(=O)c2ccccc2C(c2ccccc2)N1 (centres undefined)	2	3.2	7	.	-1	1	-5	0	-19	-1.4
CCCCCc1nc(-c2nonc2N)no1	1	-0.5	-7	3	-5	-6	-5	-5	11	1.0
O=c1cc(N2CCc3ccccc32)[nH]c(=O)n1-c1ccc(Cl)cc1	-3	-0.3	1	23	-4	-2	-5	1	-6	-2.2
COc1ccccc1N1CCN(C(=O)c2ccc(N3CCCCS3(=O)=O)cc2)CC1	-1	0.1	-1	-33	1	-3	8	1	2	-1.7
CCCCn1c(N)c(N(CCC(C)C)C(=O)COC(=O)c2ccccc2)c(=O)[nH]c1=O	-1	16	-2	4	1	1	3	4	3	-2.1
O=C(O)c1nn(CCOc2c(Cl)cccc2Cl)c(=O)c2ccccc12	-4	-0.1	7	-19	-1	-2	-5	-9	-20	-2.3
COc1ccc(NC(=O)COc2ccc(C(=O)NC3CCCc4ccccc43)cc2OC)cc1 (centres undefined)	7	1.7	-3	-46	0	0	-5	-10	-5	-2.5
CCCc1cc(NCCCN(C)C)n2c(nc3ccccc32)c1C#N	-3	0.6	0	19	-2	0	1	6	4	-1.7
O/N=C(\c1ccc2c(c1)OCCO2)C1CCCCC1	-3	0.1	-5	-36	-1	-10	6	-4	0	-0.2
C=CCn1c(-c2ccoc2)n[nH]c1=S	6	-1.4	-1	29	-4	-3	8	-8	-3	0.7
CCc1nnc(NC(=O)CCC(=O)Nc2ccc(Cl)cc2)s1	0	0.4	3	22	-2	1	-4	-13	-5	-1.6
COCC(C)n1c(C)cc(C(=O)CSc2nnnn2C2CCCC2)c1C (centres undefined)	1	-1.0	-1	13	-4	2	2	-3	0	-0.8

In the list so far, two contain a cyano group:
SMILES	Keap1 Nrf2 FP	C-LANA FP	RTF Ca sens act	SR-BI uptake up	CAL PDZ FP-1	DAGLB inhibitor	Rtt109 HAT inh	PKA-R2B act	RTF Ca sens inh	CAL PDZ FP-2
Cc1cccn2c(=O)c(/C=C(\C#N)C(=O)NCc3ccco3)c(N3CCCC(C)C3)nc12 (centres undefined)	1	-0.5	3	-67	-4	5	-2	-9	11	-2.8
CCCc1cc(NCCCN(C)C)n2c(nc3ccccc32)c1C#N	-3	0.6	0	19	-2	0	1	6	4	-1.7
